Compound activity as filed in PubChem.
Calb biofilm kill – clotrimazole potentiators killing Candida biofilms, primary screen, with clotrimazole, Alamar Blue; C. albicans biofilm + clotrimazole; AID 834, 2007; inhibition, % at 6 µM; 85,000 compounds, 0.14% hits;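 active = inhibition above 20%; inactive = inhibition below 20%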;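 also: preformed 24 hr biofilms exposed to compound for 48 hr; 0% = biofilm without compound and 100% = blank killed by clotrimazole plus chlorhexidine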
HIV Rev-RRE inh – HIV-1 Rev-RRE binding inhibitors, primary screen, biochemical, FRET, protein-RNA interaction; P05866; Rev peptide-RRE RNA binding; inhibition, % at 8 µM; 97,000 compounds, 0.79% hits; AID 704, 2007;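 active = inhibition above the screen-wide mean plus 3 SD, cut at about 35% in these data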;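 also: 0% = median DMSO wells and 100% = median Neomycin B control wells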
Target sequence (P05866 whole entry, looked up): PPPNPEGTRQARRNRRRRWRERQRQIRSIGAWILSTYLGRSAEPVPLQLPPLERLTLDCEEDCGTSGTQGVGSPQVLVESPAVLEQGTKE
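Probe or stimulus: fluorescein-Rev peptide as binding partner; assay system: Cy5-tagged RRE RNA duplex with fluorescein-tagged Rev peptide; timing: 5 min compound–RNA preincubation, then 15 min with peptide, 25 °C; medium: HEPES pH 7.5 buffer with KCl, MgCl2, NaCl and EDTA; signal: fluorescein-to-Cy5 FRET, 480 nm excitation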
PTPN22 act – LYP phosphatase activators, primary screen, biochemical, DiFMUP fluorescence, 2 µM. activation, % at 2 µM. 96,000 compounds, 0.11% hits. AID 697, 2007. Tyrosine-protein phosphatase non-receptor type 22 (Homo sapiens), Q9Y2R2. recombinant LYP; 0 = plate median, 100 = signal doubled;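 active = activation at 2 µM above a set limit, the mean plus 5 SD, cut at about 37% in these data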
Target sequence (Q9Y2R2 whole entry, looked up): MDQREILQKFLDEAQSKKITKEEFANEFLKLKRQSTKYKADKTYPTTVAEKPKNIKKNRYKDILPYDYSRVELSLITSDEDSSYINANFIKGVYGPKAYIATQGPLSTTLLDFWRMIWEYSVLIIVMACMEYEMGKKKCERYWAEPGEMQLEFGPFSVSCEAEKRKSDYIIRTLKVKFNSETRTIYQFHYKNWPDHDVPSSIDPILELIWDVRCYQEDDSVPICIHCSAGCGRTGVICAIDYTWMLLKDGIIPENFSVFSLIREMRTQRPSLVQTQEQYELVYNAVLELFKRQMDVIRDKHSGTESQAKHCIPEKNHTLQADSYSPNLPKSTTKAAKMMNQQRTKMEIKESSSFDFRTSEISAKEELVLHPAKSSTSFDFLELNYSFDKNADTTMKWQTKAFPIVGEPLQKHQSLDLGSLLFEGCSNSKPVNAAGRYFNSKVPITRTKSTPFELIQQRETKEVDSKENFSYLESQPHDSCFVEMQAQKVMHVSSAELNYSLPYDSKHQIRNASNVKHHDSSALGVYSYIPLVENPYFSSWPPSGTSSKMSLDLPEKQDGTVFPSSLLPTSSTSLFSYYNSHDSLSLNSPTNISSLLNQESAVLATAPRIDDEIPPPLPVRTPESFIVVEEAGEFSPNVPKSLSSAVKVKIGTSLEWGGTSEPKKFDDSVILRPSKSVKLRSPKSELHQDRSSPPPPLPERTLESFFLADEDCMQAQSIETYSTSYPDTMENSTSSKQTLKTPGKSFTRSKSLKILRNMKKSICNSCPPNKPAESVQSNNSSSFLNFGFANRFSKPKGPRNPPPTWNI
EphB4 antag – EphB4-ephrin-B2 interaction antagonists, primary screen, biochemical, TNYL-RAW peptide probe, fluorescence polarization. Ephrin type-B receptor 4 (Homo sapiens), P54760. EphB4 LBD / TNYL-RAW-Alexa532 peptide. inhibition, % at 7 µM. 97,000 compounds, 0.15% hits. AID 720, 2007;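 active = inhibition above the screen-wide mean inhibition plus 3 SD, cut at about 15% in these data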;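 also: 0% = DMSO wells and 100% = excess unlabeled TNYL-RAW peptide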
PTPN22 inh 2 – PTPN22 phosphatase inhibitors, primary screen, biochemical, DiFMUP fluorescence, 2 µM. Tyrosine-protein phosphatase non-receptor type 22 (Homo sapiens), Q9Y2R2. recombinant LYP catalytic domain. inhibition, % at 2 µM. 96,000 compounds, 0.21% hits. AID 640, 2007;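 active = inhibition at 2 µM at or above a set limit, the screen mean plus 3 SD, cut at about 24% in these data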;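 also: 0% = DMSO with enzyme and 100% = enzyme fully blocked by orthovanadate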
CYP2C9 act – human CYP2C9 activators, primary screen, biochemical, luminescence; recombinant CYP2C9, luciferin-H conversion; stronger effect = higher value; factor 1 = untreated enzyme, 0 = blocked; 96,000 compounds, 1.4% hits; AID 1024, 2008; Cytochrome P450 2C9 (Homo sapiens), P11712; activation factor at 5 µM;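 active = activation factor of 2 or more for CYP2C9 at a 5 µM dose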;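 also: 0 = sulfaphenazole-blocked wells and 1 = vehicle-only wells; values of inactives mirror those of a sister screen read the other way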
CYP2C9 inh – blockers of cytochrome P450 2C9 activity – biochemical, luminescence, ADME assay, primary screen. inhibition, % at 5 µM. 96,000 compounds, 20% hits. P11712. AID 777, 2007. CYP2C9 Supersomes, luciferin-H conversion;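 active = blocking of liver enzyme CYP2C9 beyond about 50% at 5 µM, limit read from the data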; also: values of inactives mirror those of a sister screen read the other way
Plk1 PBD FP – Plk1 polo box domain binding inhibitors, primary screen, biochemical, fluorescence polarization. AID 693, 2007. Plk1 PBD phosphopeptide binding. inhibition, %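 (tested at about 20 µM)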. 97,000 compounds, 0.13% hits. Serine/threonine-protein kinase PLK1 (Homo sapiens), P53350; in the data active = inhibition above about 34%, passing the limit was not always enough
PLK1 kinase inh – human PLK1 kinase inhibitors, primary screen, biochemical, TR-FRET; Serine/threonine-protein kinase PLK1 (Homo sapiens), P53350; recombinant PLK1 kinase, TR-FRET peptide phosphorylation; inhibition, % at 10 µM; 97,000 compounds, 0.53% hits; AID 619, 2007;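 active = inhibition of 50% or more in the single-concentration screen; inactive = inhibition below 50%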;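 also: 0% = DMSO max control and 100% = H-89 dihydrochloride min control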
* = called active by the depositor; x = no result given. Hits appear at their usual frequency; about 20% have a hit in one of these screens.

SMILES | Calb biofilm kill | HIV Rev-RRE inh | PTPN22 act | EphB4 antag | PTPN22 inh 2 | CYP2C9 act | CYP2C9 inh | Plk1 PBD FP | PLK1 kinase inh
COc1ccccc1N(C)S(=O)(=O)c1ccc(C(=O)N(CC(N)=O)C(C)C)cc1 | 2 | -3 | 5 | 0 | -6 | 1 | 0 | 1 | 2
Cc1ccccc1CCN(C(=O)Cn1nnc2ccccc21)C(C(=O)NC(C)(C)C)c1ccsc1 (stereo not drawn) | x | 4 | 15 | 0 | -11 | 1.1 | -11 | -8 | -3
CCOc1cc(CNCCc2ccc(S(N)(=O)=O)cc2)ccc1OCc1ccccc1 | x | 10 | 0 | 10 | 2 | 0.8 | 18 | -21 | -9
CCCCN(Cc1cc2cc(OC)ccc2[nH]c1=O)C(=O)COc1ccccc1 | 7 | 3 | 1 | -2 | -3 | x | x | -20 | -13
CCOC(=O)CSc1nnc([C@H](Cc2ccccc2)NC(=O)OC(C)(C)C)o1 | -3 | -1 | 2 | -4 | -2 | 1 | 1 | -3 | -15
CCCCCSc1nc2c(c(=O)[nH]c(=O)n2C)n1C(C)C | x | 4 | 4 | -1 | -7 | 0.9 | 11 | -9 | 1
COCc1nnc(NS(=O)(=O)c2ccccc2)s1 | 4 | 2 | -5 | -8 | 7 | 0.7 | 31 | 3 | -15
CC(C)OC(=O)c1nn2c(C(F)(F)F)cc(-c3ccc(Br)o3)nc2c1Br | 5 | 13 | -2 | -10 | 1 | 0.7 | 30 | -6 | 1
C#CC[N+]1(CC#Cc2ccccc2)CCOCC1 | 8 | -2 | -3 | -2 | 4 | 1.2 | -17 | 10 | -8
O=C(O)CSc1cc(C(F)(F)F)nc(-c2ccccn2)n1 | x | 1 | 0 | -4 | 3 | 0.8 | 24 | 9 | 6
Cc1ccc(C)c(NS(=O)(=O)c2cc(C(=O)NCc3ccccn3)ccc2Cl)c1 | x | 7 | -1 | 7 | 4 | 0.6 | 36 | 25 | 1
CCN(CC)S(=O)(=O)c1cc(Br)c(C)cc1OC | -1 | 11 | -6 | 5 | 4 | 2* | -104 | -23 | -3
C/C(Cc1ccccc1)=N\NC(=O)CCCCCC(=O)N/N=C(\C)Cc1ccccc1 | x | -3 | 10 | -7 | -7 | 0.9 | 10 | -15 | -3
Cc1[nH]n(-c2ccc([N+](=O)[O-])cc2)c(=O)c1C=NCCN1CCN(C(=O)c2ccccc2F)CC1 | -4 | 13 | -4 | 7 | 4 | 0.8 | 17 | 0 | -16
Cc1ccc(CNC(=O)/C(C#N)=C/c2ccc(C)s2)cc1 | x | 1 | 8 | -5 | -6 | 1 | 4 | -33 | -8
Cc1ccc(C(=O)Nc2sc3c(c2C(=O)NCc2ccco2)CCCC3)cc1 | 1 | 7 | -13 | 2 | 14 | 0.3 | 65* | 0 | -12
COC(=O)CSc1nc(C)cc(Oc2ccccc2)n1 | 7 | 2 | x | -4 | x | 0.6 | 38 | -4 | 59*
CS(=O)(=O)N(Cc1ccc(Cl)cc1)c1ccc(C(=O)NCCC2=CCCCC2)cc1 | 8 | 9 | 4 | -4 | -3 | 0.9 | 6 | 9 | -6
Cc1ccc(-c2nn(-c3ccccc3)cc2CN(Cc2ccccc2)C(=O)c2ccco2)o1 | 1 | -7 | -7 | -2 | 7 | 0.3 | 70* | -12 | 3
Nc1ccc(C2CCCc3nonc32)c2nonc12 (stereo not drawn) | 3 | 11 | -2 | 3 | 2 | 1.3 | -31 | 2 | -14
CC(C)Oc1ccc(C2CC(=O)N(c3ccccc3)C2=O)cc1 (stereo not drawn) | 3 | 1 | -1 | -7 | 4 | 1 | -4 | 4 | 6
Cc1cc(NC(=O)/C=C/c2ccccc2)no1 | -2 | -4 | 3 | -4 | -1 | 1 | -2 | -30 | -3
Cc1cc(C(F)(F)F)nc(SCc2ccc(C(=O)O)o2)n1 | -3 | 6 | 3 | 6 | -5 | 0.9 | 9 | -3 | -6
CC(C)(C)c1nc2ccccc2[nH]1 | x | 6 | 0 | -6 | 0 | 1 | 0 | -17 | -3
CSc1nsc(SCC(=O)Nc2ccc3c(c2)OCCO3)n1 | 1 | -5 | 10 | 2 | -12 | 0.2 | 82* | 11 | 0

More entries follow.
SMILES | Calb biofilm kill | HIV Rev-RRE inh | PTPN22 act | EphB4 antag | PTPN22 inh 2 | CYP2C9 act | CYP2C9 inh | Plk1 PBD FP | PLK1 kinase inh
Cc1ccc(-n2c(C)nn(-c3ncc(C(F)(F)F)cc3Cl)c2=O)cc1 | -1 | -4 | 2 | 5 | -1 | 0.9 | 11 | -7 | -12
COc1cc(S(=O)(=O)N2CCCCC2)ccc1NC(=O)c1ccccc1Cl | 5 | 12 | 4 | 3 | -8 | x | x | -12 | -14
COc1ccc(-n2c(O)c(C=NC3CC3)c(=O)[nH]c2=O)cc1 | -3 | 5 | -8 | 3 | 5 | 1.1 | -6 | -6 | -5
O=P(O)(O)COc1ccccc1P(=O)(c1ccccc1)c1ccccc1 | 6 | 8 | 3 | -3 | -3 | 1.1 | -8 | -11 | -9
COc1cc(C2C(C(N)=O)=C(C)Nc3nc(CCCO)nn32)cc(OC)c1OC (stereo not drawn) | 6 | x | 0 | x | -1 | 1 | 3 | 16 | -9
CCCN1C(=O)C2C(C(=O)Nc3cccc(OC)c3)C3C=CC2(O3)C1C(=O)NC1CCCCC1 (stereo not drawn) | 8 | 3 | 6 | 2 | -7 | 0.9 | 8 | -11 | -14
N#Cc1c(-c2ccncc2)c2c([nH]c1=S)CCCC2 | x | 1 | 2 | -2 | 2 | 0.7 | 27 | 17 | 14
Cc1nnc(SCC(=O)Nc2ncc3c(n2)CCCC3=O)s1 | 0 | 8 | -3 | 4 | 0 | 1 | 2 | -7 | -11
Cc1ccc2c(c1)NC(=O)C(CC(=O)NCc1cccnc1)O2 (stereo not drawn) | -4 | 6 | -7 | -8 | 4 | 0.9 | 7 | -15 | -13
COC(=O)c1nc(NC(=O)c2ccccc2)n[nH]1 | 7 | 10 | -3 | -5 | -1 | 1 | 0 | -8 | -7
CCOC(=O)c1c(CN(C)C)oc2cc(CN(C)C)c(O)c(CSc3ccccc3)c12 | x | -5 | 11 | -9 | -11 | 0.8 | 15 | 22 | -8
CC(C)OC(=O)Cn1c(=O)oc2ccccc21 | -2 | 7 | -16 | 3 | 18 | 1.2 | -15 | 3 | -37
Cc1cc(=O)oc(C)c1C(=O)NCC(C)NC(=O)c1c(C)cc(=O)oc1C (stereo not drawn) | 3 | 3 | 4 | -8 | -8 | 1.3 | -26 | -22 | -3
Cc1ccc2cc3cc(C(=O)N4CCN(Cc5ccccc5)CC4)sc3nc2c1 | -9 | 16 | -1 | 7 | 2 | 0.9 | 12 | -15 | -2
COC(=O)c1cc(OC)c(OC)cc1NC(=O)c1ccc(OC)cc1 | x | -1 | 0 | -1 | 2 | 1.1 | -12 | -31 | -36
O=C(CCCSc1nc2sc3c(c2c(=O)[nH]1)CCC3)NCCO | -1 | 8 | -5 | 3 | 8 | 0.8 | 16 | -28 | -6
CN(C)c1ccc(S(=O)(=O)c2ccc(Cl)cc2)cc1 | 7 | 2 | 9 | -1 | -11 | 1.1 | -5 | 25 | 2
COc1ccc(Cl)cc1NC(=O)C(C)N1CCN(C/C=C/c2ccccc2)CC1 (stereo not drawn) | -2 | 10 | 3 | 4 | -2 | 0.1 | 91* | -32 | -12
COC(=O)CN(c1ccccc1C)S(C)(=O)=O | x | 6 | 4 | 4 | -7 | 1.1 | -6 | 11 | -12
Cc1ccc(CNCC2CCCO2)s1 (stereo not drawn) | 3 | 7 | -6 | -5 | 4 | 0.9 | 13 | -10 | -2
Cc1cc(C)nc(NS(=O)(=O)c2ccc(NC(=O)CCC3COc4ccccc4O3)cc2)n1 (stereo not drawn) | 8 | 7 | 0 | -3 | -4 | 0.9 | 7 | 1 | -4
COc1ccc(-n2c(-c3ccccc3)nnc2-c2ccc(Cl)cc2)cc1 | x | -3 | 0 | -6 | -2 | 1 | -4 | 1 | -11
COCCn1cc(C(=O)c2ccccc2OCC(=O)Nc2cc(C)on2)cc(C#N)c1=O | 3 | 3 | 11 | -2 | -9 | 0.6 | 42 | 8 | -20
CC(C)c1nc2oc3ccccc3c(=O)c2c(=O)n1-c1ccccc1 | -2 | 1 | -4 | -2 | 6 | 1.1 | -9 | -8 | -7
CCOC(=O)c1c(N)n(CC(C)NC(=O)C2CC2)c2nc3ccccc3nc12 (stereo not drawn) | x | 4 | -5 | 3 | 9 | 1.1 | -6 | -1 | -13

Next part
SMILES | Calb biofilm kill | HIV Rev-RRE inh | PTPN22 act | EphB4 antag | PTPN22 inh 2 | CYP2C9 act | CYP2C9 inh | Plk1 PBD FP | PLK1 kinase inh
COc1ccc(C2C(=O)N(C3CCCCC3)CC(=O)N2Cc2ccc3c(c2)OCO3)cc1 (stereo not drawn) | -5 | 3 | -9 | 2 | 7 | 0.8 | 24 | -18 | 3
COc1cc(C2c3c(-c4ccccc4)n[nH]c3C(=O)N2c2ccc(C(=O)O)cc2)ccc1O (stereo not drawn) | 15 | 4 | -4 | 0 | 3 | 1.1 | -9 | -31 | 1
O=C(NCc1ccco1)c1cccc(Nc2nc3ccc(Br)cc3[nH]2)c1 | x | 11 | 7 | 7 | -9 | 0.1 | 91* | -14 | -10
Cc1cc(C)nc(NC(=O)c2ccc(OC(C)C)cc2)n1 | -4 | 8 | 2 | 0 | -1 | 1.1 | -6 | -6 | -42
CCOC(=O)C1=C(C)NC(C)=C(C(=O)OCC)C1C1=COCCO1 | 0 | -6 | 5 | -6 | -5 | 0.2 | 77* | -8 | -9
CCOC(=O)c1c(NC(=O)CSc2nc3cccnc3n2C)sc(C(C)=O)c1C | 12 | 18 | -3 | -5 | 3 | 0.3 | 69* | -8 | -13
CCCNC(=O)c1cc2c(C(F)(F)F)nn(C)c2s1 | x | -1 | -3 | 0 | 5 | 1 | 0 | -29 | -4
CN(C)c1ccc(NC(=O)c2sc(SCC(=O)Nc3ccc(Br)cc3)nc2N)cc1 | x | 9 | -1 | -1 | 6 | 1 | -3 | -13 | -4
Cc1cccc(-c2noc(C3CCCCC3)n2)c1 | 0 | 4 | 13 | -5 | -14 | 1.3 | -29 | -22 | -7
c1ccc(-c2nc(N3CCCCC3)nc3ccccc23)cc1 | 6 | 16 | -5 | 1 | 1 | x | x | -17 | -16
COc1ccc(/C=C(/NC(=O)c2ccccc2)C(=O)N/N=C/c2cccs2)cc1OC | x | 7 | 11 | 6 | -8 | 1 | 3 | -15 | -5

A few values from the list.
For EphB4 antag, `O=C(NCc1ccco1)c1cccc(Nc2nc3ccc(Br)cc3[nH]2)c1` reads 7
For CYP2C9 act, `CCOC(=O)C1=C(C)NC(C)=C(C(=O)OCC)C1C1=COCCO1` reads 0.2
For Calb biofilm kill, `COc1ccc(C2C(=O)N(C3CCCCC3)CC(=O)N2Cc2ccc3c(c2)OCO3)cc1` (stereo not drawn) reads -5
